# Pf apPOL inh – Pf-apPOL DNA polymerase inhibition; Recombinant Pf-apPOL, molecular beacon fluorescence, 1.5 h; inhibition, % at 10 µM; hit rate 0.25% among 210,000
# mHTT CaM bind – inhibitors of human mutant huntingtin-calmodulin interaction; inhibition, % at 15 µM; AlphaScreen His-mHTT/GST-CaM binding, luminescence; P42858; hit rate 3.6% among 190,000;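 also: 0% = both proteins with DMSO and 100% = one protein alone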
# * marks the source's active call; other numbers are inactive results; i = inactive; / = no result given; & = joins results of further samples. Rule as the data show it: active = inhibition above about 50%; inactive = the rest.
SMILES,Pf apPOL inh,mHTT CaM bind
OCCSc1nnc(Cc2ccccc2)n1-c1ccccc1,-4,2
COc1ccc(C(=O)C[n+]2cnn(CC(=O)c3ccc(C)cc3)c2)cc1,4,-2
O=C(CSc1nnc(CNC(=O)c2c(F)cccc2Cl)o1)NCc1ccc(F)cc1,-8,-6
CCOC(=O)N1CCC(NCCCOC)CC1,0,-4
O=C1NC(=Nc2ccccc2)SC1(CO)CO,-2,-1
CSc1ccc(C2OC(=O)C(=Cc3cccs3)C(=O)O2)cc1 (configuration not stated),-11,3
O=c1[nH]c2ccccc2n1CCCSc1nccc2ccccc12,-8,100*
O=C(Cc1cccs1)NCc1cccnc1-c1ccccc1,-5,4
Cc1cc(NS(=O)(=O)c2ccc(NC(=O)C3CC=CCC3C(=O)O)cc2)nc(C)n1 (configuration not stated),0,-1
COC(=O)c1c(C)oc2ccc(OCC(=O)c3ccc(F)cc3)cc12,-4,-13
CCOC(=O)C1CCCN(S(=O)(=O)c2cccc3nsnc23)C1 (configuration not stated),-16,/
Cc1cccc(NC(=O)CSc2nnc3c(n2)C2(C)CCC3C2(C)C)c1 (configuration not stated),1,-4
COc1ccccc1/C=C(/NC(=O)c1ccc(OC)c(OC)c1)C(=O)Nc1ccccc1Cl,6,20
Cc1cc(C2CCCN2Cc2ccccc2O)on1 (configuration not stated),-1,-7
O=C1[C@H](Cc2ccccc2)NCCCC[C@@H](c2ccc(Cl)cc2)N1Cc1ccccc1,-4,91*
CC1C[N+](C)(CC(O)COc2ccc(C(C)(C)CC(C)(C)C)cc2)CC(C)O1 (configuration not stated),-2,52*
CCS(=O)(=O)N1CCN(Cc2ccncc2)CC1,-4,1
Cc1[nH]nc(Nc2cccc(Cl)c2)c1[N+](=O)[O-],-4,24
COc1ccc(C(=O)N2CCCN(c3ncccc3-c3nc(C)no3)CC2)cc1,-8,-6
Cn1cc(C2=CCN(S(=O)(=O)c3ccc(F)c(Cl)c3)CC2)c2cccnc21,-7,8
COc1cc(OC)cc(-c2sc3ccccc3c(=O)c2I)c1,-6,-120
COc1ccc(OC)c(-c2c(C)c3ccc(OCC(N)=O)cc3oc2=O)c1,-10,14
O=C(O)CSc1nc2ccccc2c(=O)[nH]1,0,8
CCOc1ccccc1NC(=O)N1CCC2(CC1)NC(=O)c1ccccc1N2CC,-2,1

# Some values from the results shown:
# `Cc1cc(C2CCCN2Cc2ccccc2O)on1` (configuration not stated) in mHTT CaM bind = -7
# `COc1ccc(OC)c(-c2c(C)c3ccc(OCC(N)=O)cc3oc2=O)c1` in Pf apPOL inh = -10
# `Cn1cc(C2=CCN(S(=O)(=O)c3ccc(F)c(Cl)c3)CC2)c2cccnc21` in mHTT CaM bind = 8
# `COc1ccc(C(=O)N2CCCN(c3ncccc3-c3nc(C)no3)CC2)cc1` in mHTT CaM bind = -6
# `O=C(O)CSc1nc2ccccc2c(=O)[nH]1` in mHTT CaM bind = 8
# `COc1ccccc1/C=C(/NC(=O)c1ccc(OC)c(OC)c1)C(=O)Nc1ccccc1Cl` in Pf apPOL inh = 6

# Later entries.
SMILES,Pf apPOL inh,mHTT CaM bind
CC1=C(C#N)C(c2cccc([N+](=O)[O-])c2)C2=C(CCCC2=O)N1 (configuration not stated),-2,2
COc1ccc(CCN2COc3ccc4c(c3C2)OC(=Cc2cccnc2)C4=O)cc1OC,-8,-6
CCCNC(=O)c1nc(C)n(C2CCN(C)CC2)c1C,-1,1
O=C(CCC1CCCN(C(=O)Nc2cccc(F)c2)C1)NC1CCCCC1 (configuration not stated),-6,-18
CN(C)S(=O)(=O)N(CC(=O)N1CCOCC1)c1ccccc1,4,0
Nc1c(C(=O)NCCC2=CCCCC2)nnn1-c1cccc(C(F)(F)F)c1,-7,-9
CCn1cnc2ccc(-c3noc(-c4ccc(OC)cc4C)n3)cc21,-3,4
CC1(C(=O)Nc2ccc(OCC(N)=O)cc2)CC1(Cl)Cl (configuration not stated),-16,5
Cn1c2ccc(N=Cc3cc([N+](=O)[O-])ccc3O)cc2c2nc3ccccc3nc21,1,3
COc1cccc(C2=CC(c3ccc(OC)c(OC)c3OC)n3nnnc3N2)c1 (configuration not stated),-7,17
CSC1=NCCCN1C(=O)c1nn(-c2ccccc2)nc1C,-11,/
COC(=O)[C@@H](CC(C)C)N(Cc1ccccc1)S(=O)(=O)N(Cc1ccccc1)[C@@H](CC(C)C)C(=O)OC,-5,-13
COc1ccc(Cl)cc1C(=O)N1CCCN(C2CCN(CC3CC3)C2=O)CC1 (configuration not stated),4,19
CCOC(=O)C1CCN(Cc2cc(=O)oc3cc(C)ccc23)CC1,-13,-9
Cc1ccc(CNC(=O)CCc2conc2-c2ccc(F)cc2)cc1,-5,-4
CN(CC(=O)Nc1ccc2c(c1)OCCO2)S(=O)(=O)c1cccc2cnccc12,5,-6
COc1cc(C)c(C)cc1S(=O)(=O)NCC(c1cccs1)N1CCOCC1 (configuration not stated),-8,4
COc1ccccc1-n1ccnc(NC(=O)c2ccc(F)cc2)c1=O,-3,-4
Cc1ccccc1C1SCC(=O)N1CC(=O)N1CCCC1 (configuration not stated),-1,12
CCCc1cc(=O)[nH]c(SCC(N)=O)n1,-5,-4&-4
C=CCNC(=O)CN(c1cc(Cl)cc(Cl)c1)S(C)(=O)=O,-4,-4
Cc1c(C(=O)NCCSCc2ccco2)cccc1[N+](=O)[O-],3,3
COc1ccc(C(=O)c2sc3nc(N)c(C#N)cc3c2N)cc1OC,-9,16
Cn1cc(CN2CCC(C(=O)NCCCN3CCOCC3)CC2)c2cc(Cl)ccc21,-2,-2
COc1cccc(C=C2Oc3cc(OCC(=O)OC(C)(C)C)ccc3C2=O)c1,0,9
COc1cc(C=C2C(=O)OC3(CCCCC3)OC2=O)ccc1O,-1,8
Cn1nc(COc2ccc(F)cc2)c2c1CCN(C(=O)Nc1ccc(F)cc1F)C2,0,-3
CCOC(=O)/C=C1\CC(C(=O)OCC)Oc2ccccc21 (configuration not stated),-5,-36
Fc1ccc(-c2nnn(Cc3ccccc3Cl)n2)cc1,0&0,-78&-39
NNC(=O)C1CC1c1ccccc1 (configuration not stated),2&1,-8&6
Cc1ccsc1/C=N\N=C(/N)c1nonc1N,/,i
CCN1CCN(c2cc(C)c3cc(NC(=O)c4c(F)cccc4F)ccc3n2)CC1,1,9
CC(=O)C1=C(O)C(=O)N(c2ccccn2)C1c1ccccc1F (configuration not stated),-8,22
CCOc1ccc(/C=C2\Sc3ccccc3C2=O)cc1OC,-2,12
O=C(O)c1ccccc1-c1ccccc1C(=O)Nc1cccc(-c2nc3ccccc3o2)c1,-2,34
CC(C)OC(=O)C1C2C=CC3(CN(c4cccc(Cl)c4)C(=O)C13)O2 (configuration not stated),5,0
Cc1ccc(NC(=O)CN2CCC(C(=O)O)CC2)c(C)c1,-5,-2
Cc1ncc(CO)c2cc(C(=O)Nc3ccc(Cl)cc3)c(=O)oc12,-4,-4
CCOC(=O)C(=O)NCCOc1ccc2nnc(-c3ccc(OC)cc3)n2n1,-6,-6
COc1ccc(NC(=O)C2=C(C)NC(=O)NC2c2ccc(OC)cc2OC)c(OC)c1 (configuration not stated),1,73*
CCCSc1nnc(NC(=O)c2ccc(-n3cnnn3)cc2)s1,-6,-16
Cc1cc(Cl)ccc1OC(C)C(=O)Nc1nc(C)c(C)s1 (configuration not stated),-9,6
COc1ccc(OC)c(C=C2Oc3c(ccc(O)c3CN3CCCCC3)C2=O)c1,-8,1
Cc1ccc(-c2[nH]ncc2CN2CCCC2c2c(C)noc2C)cc1 (configuration not stated),9,8
Cn1cc(CCCC(=O)NC2CCCC2)c2ccccc21,-11,3
O=c1[nH]c2ccccc2c2nc3ccccn3c12,-5,8
COc1ccc(-c2nc3cccnc3n2C2CCN(C(=O)Nc3ccc(F)cc3F)C2)cc1 (configuration not stated),2,37
O=C(c1cc2n(n1)C(C(F)(F)F)CC(c1ccc(Cl)cc1)N2)N1CCc2ccccc2C1 (configuration not stated),-2,9
O=[N+]([O-])c1ccc(O)c(C=Nc2cccc(CO)c2)c1,-1,10
COc1ccc(C(C)=O)cc1CSc1nc2ccccc2s1,0,-53
N#Cc1ccc(Cl)cc1NC(=O)C(=O)N1CCN(Cc2ccc3c(c2)OCO3)CC1,-2,14
COc1ccc(NC(=O)N2CCN(c3ccc([N+](=O)[O-])cc3)CC2)cc1,-1,-8
CCOC(CNC(=O)c1ccc2c(c1)ncn2-c1ccc(F)c(F)c1)OCC,-6,11
O=C(Oc1ccc2c(=O)c(Oc3ccccc3Br)coc2c1)N1CCOCC1,-4,-11
COc1cccc(NC(=O)C2CCN(c3nccc(C)n3)CC2)c1,-2,-6
CCC(c1ccccc1)c1nc(-c2ccc(OC)c(OC)c2)no1 (configuration not stated),-1,-43
O=C(COc1ccc(Cl)cc1)N1CCc2cc(-c3ccno3)ccc21,-31,-3
Cc1ccc(CNC(=O)c2coc(=O)c3ccccc23)o1,-4,9
Cc1ccc2nc(C(=O)Nc3ccccc3F)cc(N3CCOCC3)c2c1,-1,8
C=CCSc1nnc2n(-c3ccccc3)c(=O)c3c4c(sc3n12)CCC4,-16,5

# (listing goes on)
SMILES,Pf apPOL inh,mHTT CaM bind
CCOc1cc(C=O)ccc1OC(C)C,-5,-2
CC(C)CCNC(=O)C1CCCN(c2ncc(-c3ccccc3)cn2)C1 (configuration not stated),-5,-3
CC(=O)N1CCc2sc(C(=O)N3CCN(c4ccccc4F)CC3)cc2C1,2,33
CC(C)(C)C(=O)Nc1cccc(C(=O)Nc2ccc(Cl)cc2)c1,5,-8
CCCN(CCC)C(=O)Cn1c(=O)n(CCCC(=O)NCc2ccco2)c(=O)c2sccc21,8,1
Cc1ccc(C2CC(=O)c3cnc(NCc4ccccc4)nc3C2)cc1 (configuration not stated),4,-1
c1ccc2c(c1)OC1c3ccccc3OC3c4ccccc4OC2N31 (configuration not stated),/,3
O=C1c2ccccc2C(=O)c2c1ccc(C(=O)N1CCN(c3ccccn3)CC1)c2NCCO,-2,78*
COc1ccc2c(c1)CCc1c-2nc2ccccc2c1N1CCOCC1,-11,/
Cc1cc(C(=O)NCc2ccccc2)nc2ccnn12,-1,-3
CCn1c(=O)c(C(=O)NCc2ccccc2Br)nc2cccnc21,-3,2
O=C(C1=CN(c2ccccc2)c2cc(Cl)ccc2S1(=O)=O)N1CCCC1,2,-3

# Profiles, looked up by structure.
# CC1(C(=O)Nc2ccc(OCC(N)=O)cc2)CC1(Cl)Cl (configuration not stated) is entered as Pf apPOL inh: -16; mHTT CaM bind: 5
# Cc1cc(C2CCCN2Cc2ccccc2O)on1 (configuration not stated) is entered as Pf apPOL inh: -1; mHTT CaM bind: -7

# Rewritten as labelled records: two of the compounds above
> CCOc1cc(C=O)ccc1OC(C)C
- Pf apPOL inh: -5
- mHTT CaM bind: -2
> CC(C)CCNC(=O)C1CCCN(c2ncc(-c3ccccc3)cn2)C1 (configuration not stated)
- Pf apPOL inh: -5
- mHTT CaM bind: -3

# The list continues:
SMILES,Pf apPOL inh,mHTT CaM bind
COc1ccc(C)cc1NC(=O)N1CC2CC(NS(=O)(=O)c3cccs3)C1C2 (configuration not stated),-6,7
CCCCOCC1CN(Cc2ccccc2OC)S(=O)(=O)c2cc(Cl)ccc2O1 (configuration not stated),-3,-39
CCc1cc(C2CCCN2C(=O)c2cc(-c3ccc(Br)cc3)on2)on1 (configuration not stated),-3,2
O=C(CN1CCN(c2ccc(F)c(F)c2)C1=O)NCc1ccco1,0,8
CC(NS(=O)(=O)c1cn(C)c(=O)n(C)c1=O)c1ccccc1 (configuration not stated),0,-2
Cc1sc2ccn(CC(C)C)c(=O)c2c1C(=O)N1CCN(C)CC1,1,-4
Cn1cccc1CN1CCC(C(O)c2ccccn2)CC1 (configuration not stated),-3,-1
CCOC(=O)N1CCN(C(=O)CSc2nnc3n2CCN3c2ccc(OC)cc2)CC1,-6,-8
Cc1cc(NC(=O)CSc2nc3ccccc3[nH]2)n(-c2ccccc2)n1,-4,/
CCSc1nccc2c1ccn2CC(=O)NC(C)c1ccc(C)cc1 (configuration not stated),1,-3
COc1ccc(C2SCCN2C(=O)c2cc3ccccc3oc2=O)cc1 (configuration not stated),-2,0
Cc1ccc(NC2=CC(=NS(=O)(=O)c3ccc(F)cc3)c3ccccc3C2=O)cc1,-4,88*

# 3 structures out of the list, sorted by number of heavy atoms, ascending:
SMILES,Pf apPOL inh,mHTT CaM bind
CC(NS(=O)(=O)c1cn(C)c(=O)n(C)c1=O)c1ccccc1 (configuration not stated),0,-2
Cc1cc(NC(=O)CSc2nc3ccccc3[nH]2)n(-c2ccccc2)n1,-4,/
CCCCOCC1CN(Cc2ccccc2OC)S(=O)(=O)c2cc(Cl)ccc2O1 (configuration not stated),-3,-39

# Going on with the list:
SMILES,Pf apPOL inh,mHTT CaM bind
CC(Cc1ccco1)NS(=O)(=O)c1ccc2c(c1)OCCO2 (configuration not stated),6,-4
COc1ccccc1OCCCOc1ccc(/C=C2/C(=N)N3C=CSC3=NC2=O)cc1OC,-5,-3
COc1ccc(N2CCN(C(=O)c3ccccc3F)C(C)C2=O)cc1OC (configuration not stated),-3,-8
Cc1ccc(S(=O)(=O)Nc2nc3cc(C)c(C)cc3s2)cc1,0,13
Cc1ccc(-c2ccc(CN3C(C)C(=O)N(Cc4cn(CCC5OCCO5)nn4)CCS3(=O)=O)cc2)cc1 (configuration not stated),-4,-1
CCOc1ccc(NC(=O)CSc2ncn[nH]2)cc1,1,0
O=[N+]([O-])c1ccccc1N=Cc1sc2ccccc2c1O,-2,33
COc1ccccc1C1CC(c2ccccc2)Nc2nc(N)nn21 (configuration not stated),-1,-8
Cc1cc(-n2c(=S)[nH]c3sc(C)c(C)c3c2=O)n(-c2ccccc2)n1,-11,/
Cc1sc(/C=C(/C#N)C(N)=S)cc1[N+](=O)[O-],/,32
CC1C(=O)N(c2ccc(Br)cc2)CCN1C(=O)c1cccc(F)c1 (configuration not stated),-6,-3
O=C(Nc1cccc(NC(=O)c2ccncc2)c1)c1ccncc1,99*,0
Cc1cc(NC(=O)Cn2c(=O)n(Cc3ccc4c(c3)OCO4)c(=O)c3ccccc32)n[nH]1,-3,-1

# Bioassay records from PubChem.

# The list is partial, so the mix of outcomes need not match the whole.
